# Assay outcomes as filed in PubChem BioAssay.
# 12-LOX inh = ALOX12 (human) lipoxygenase inhibition | AID 1671190 | P18054 | Potency, µM (doses to about 108 µM), inactives show top-dose activity change, negative = inhibition, most hits filed as inhibitors | purified 12hLO, xylenol orange hydroperoxide absorbance | actives 1.1% (n = 580,000); active = well fitted inhibition curve with a large enough effect; inconclusive = small, poorly fitted or top-dose-only effect, or another doubt; inactive = no such curve, though single readings can be large or run the other way
# Target sequence (P18054 whole entry, looked up): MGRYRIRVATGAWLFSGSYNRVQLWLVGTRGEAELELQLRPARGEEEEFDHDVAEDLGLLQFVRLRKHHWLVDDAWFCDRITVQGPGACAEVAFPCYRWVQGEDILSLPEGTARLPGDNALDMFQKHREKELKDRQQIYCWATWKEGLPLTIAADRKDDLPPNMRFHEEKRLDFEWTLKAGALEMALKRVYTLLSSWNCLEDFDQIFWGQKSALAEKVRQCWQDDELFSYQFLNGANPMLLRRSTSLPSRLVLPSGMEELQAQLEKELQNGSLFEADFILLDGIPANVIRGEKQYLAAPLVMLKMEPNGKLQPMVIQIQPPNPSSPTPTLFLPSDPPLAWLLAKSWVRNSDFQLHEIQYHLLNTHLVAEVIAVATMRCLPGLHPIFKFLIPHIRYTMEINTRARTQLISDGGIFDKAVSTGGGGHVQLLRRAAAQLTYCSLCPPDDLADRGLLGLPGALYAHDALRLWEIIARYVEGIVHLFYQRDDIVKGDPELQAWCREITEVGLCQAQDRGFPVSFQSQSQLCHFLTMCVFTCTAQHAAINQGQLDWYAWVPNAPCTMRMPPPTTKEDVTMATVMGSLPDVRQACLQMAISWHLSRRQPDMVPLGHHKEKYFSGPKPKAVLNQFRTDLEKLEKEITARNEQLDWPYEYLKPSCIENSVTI
#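 Hydroperoxide product was detected by ferrous iron/xylenol orange as the 573 to 405 nm absorbance ratio. Arachidonic acid at 40 uM (final) was turned over for 30 min at room temperature by 150 nM human 12hLO, pH 7.0 Hepes buffer, after 15 min compound preincubation.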
# Active calls of the source: *; ? = inconclusive; [ ] = another dose, or the depositor's remark. % is set by controls: 0 for no effect and ±100 for the full control effect; potency is the fitted concentration of half-maximal effect.
12-LOX inh	structure
5.7%[176 µM]	COc1ccc(C(=O)N[C@H]2C[C@H]3C(=O)Nc4ccccc4C(=O)N3C2)cc1
?	O=C1CN(Cc2ccc(-c3ccsc3)cc2)CCN1c1ccc(Cl)nn1
-14.1%[176 µM]	Cc1noc(C)c1C(=O)N[C@H]1CO[C@H]2[C@@H]1OC[C@H]2OCc1ccccc1
29.4%[176 µM]	COc1ccc(-c2noc([C@@H]3Cc4nc[nH]c4CN3C(=O)Nc3ccccc3)n2)cc1
35.2%[activator]	CC(=O)N1CCC(Oc2ccccc2-c2nc(-c3ccccc3)no2)C1 (centres undefined)
40.7%[activator]	O=C(c1ccc(F)cc1F)N1CCC2(CC1)OCC(C(=O)N1CCOCC1)N2C(=O)c1ccccc1 (centres undefined)
2.4%	COCCN1C(=O)CC[C@]2(C(=O)NCc3cccs3)CCCC[C@@H]12
10.9%	O=C(CC1CCCC1)N1CCC(c2nc(CCOc3ccc(F)cc3)no2)C1 (centres undefined)
-15.3%	COC(=O)c1cccc(C(=O)N[C@H]2CO[C@H]3[C@@H]2OC[C@H]3OC(=O)Nc2ccc(Oc3ccccc3)cc2)c1
23.1%	O=C(NCC1CC1)c1cn(C2CN(C(=O)Nc3ccccc3F)C2)nn1
-18.5%	COc1ccccc1CN1CCn2c(nn(-c3ccc([N+](=O)[O-])cc3)c2=O)C1
3.8%[6.33 µM]	COC(=O)CNC(=O)c1cc(-c2ccc(Cl)cc2Cl)c2cccn2n1
70.6%[activator][176 µM]	CN(Cc1cc(C[C@@H]2C[C@H](NCc3ccccn3)C2(C)C)no1)c1ccccc1
17.0%	CCCCNCc1ccc(OCC(O)CN2CCSCC2)c(OC)c1 (centres undefined)
44.9%[activator][176 µM]	O=c1c2nc(-c3cccnc3)ccc2ncn1-c1ccc(F)cc1F
3.8%[57.4 µM]	CC1(C)CC(O)CC(C)(C)N1[O]
26.5%	CCn1nccc1C(=O)N1CCC(Cc2nc(-c3ccccc3)n[nH]2)C1 (centres undefined)
67.4%[activator]	CC(C)S(=O)(=O)N1CCC(N(Cc2cccnc2)C2CCOCC2)CC1
55.4%[activator]	COc1ccc(CN2CCCC(COc3ccccc3C(=O)NC(C)C)C2)c(OC)c1 (centres undefined)
37.4%[activator]	O=C(Cc1ccccc1)N1CCCC1c1nc(CCOCC2CC2)no1 (centres undefined)
4.0%[6.33 µM]	O=C1Nc2ccccc2C12CCN(S(=O)(=O)c1ccccc1)C2 (centres undefined)
20.5%	CCn1nccc1C(=O)N1C[C@@H](COC)[C@H](c2nc(C3CC3)no2)C1
?	CN(C)CCNC(=O)c1ccc2c(c1)C1(CCCN(CC3CC3)C1)CN2C (centres undefined)
22.5%	O=C(Cc1ccccc1)N1CCC2(CC1)CC(N(C(=O)c1ccccc1)C1CC1)CCO2 (centres undefined)
68.4%[activator]	O=C(CC[C@H]1NC(=O)c2ccccc2NC1=O)NCCn1ccc2c(Cl)cccc21
-8.0%	O=C1CCN(C(=O)c2ccccc2)CCCC(C(=O)NCCc2ccccc2)CCN1 (centres undefined)
4.6%	CC(C)Cc1ccc(CN2CCCC(NC(=O)CSc3nncn3C)C2)cc1 (centres undefined)
24.4%	CCN1CCN(C(=O)C2CCN(C(=O)N3CC4CC(C3)[C@H]3CCCC(=O)N3C4)CC2)CC1 (some centres undefined)
5.7%	CCS(=O)(=O)N1CCCC(c2nc(C(C)C)no2)CCNC(=O)CC1 (centres undefined)
3.9%[176 µM]	O=C(NCc1ccnc2[nH]ccc12)c1ccncc1
?	CS(=O)(=O)N1Cc2ccccc2CC2(CCN(Cc3ccncc3)C2)C1 (centres undefined)
-15.0%	Cc1noc(C)c1S(=O)(=O)N1CCCC(Cn2c(C3CC3)nc3cccnc32)C1 (centres undefined)
?	CCN1c2cc(C(=O)NCc3ccc(F)cc3Cl)ccc2C(=O)N2CCCCC21 (centres undefined)
16.6%	Cc1cccc(OCC(=O)N2CCC(c3n[nH]c(=O)n3Cc3ccc(F)cc3)CC2)c1
35.7%[activator][176 µM]	COc1ccc(CN2CCOC[C@H](Oc3ccccc3)C2)cc1
42.9%[activator]	CCC(=O)N1CCc2c(C(=O)NCc3ccncc3)cccc21
9.7%	CN(C)C(=O)CN1CCCC(CO)(CC2CC2)C1 (centres undefined)
91.8%[activator]	CCCn1cc(-c2ccncc2)cc1C(=O)NCc1ccc(C)o1
18.9%	O=C(CCC[C@H]1NC[C@@H]2CC1CN(Cc1ccccc1)C2)NCCCN1CCOCC1
39.4%[activator]	O=C(Cc1ccccn1)N1CCc2nc(-c3ccccc3)nc(-c3ccc(Cl)cc3)c2C1

# 2 of the compounds above, with tabs.
mol	12-LOX inh
O=C1Nc2ccccc2C12CCN(S(=O)(=O)c1ccccc1)C2 (centres undefined)	4.0%[6.33 µM]
O=C(c1ccc(F)cc1F)N1CCC2(CC1)OCC(C(=O)N1CCOCC1)N2C(=O)c1ccccc1 (centres undefined)	40.7%[activator]

# Additional structures follow:
12-LOX inh	structure
9.6%	O=C([C@@H]1C[C@H](F)CN1S(=O)(=O)Cc1ccc(Cl)cc1)N1CCCCC1
2.7%	CCN1C(=O)CN(C(=O)c2ccoc2)CC12CCOCC2
58.8%[activator]	CCOC(=O)c1ccc(NC(=O)N2Cc3[nH]cnc3C[C@H]2c2nc(-c3ccncc3)no2)cc1
7.2%	COCCN1CCN(C(=O)c2cnn(-c3nccc(-c4ccco4)n3)c2C2CC2)CC1
9.9%	O=C(NC1CCN(c2cc(-c3cccs3)[nH]n2)C1)c1ccccn1 (centres undefined)
-5.9%	CCC(=O)N1CCN(c2nc3c(s2)CC(C(=O)N2CCCCC2)CC3)CC1 (centres undefined)
44.4%[activator]	CNC(=O)c1noc([C@@H]2CC(F)(F)CN2Cc2cnn(C(C)C)c2)n1
6.3%	CCOC(=O)N1CCN(Cc2ccc3c(c2)CN(C(=O)c2ccc4ncccc4c2)CCO3)CC1
-8.0%	CC(=O)N(C)CCc1noc(C2CN(C(=O)Cn3c(=O)oc4ccccc43)C2)n1
1.8%	O=C1[C@@H]2C[C@@H](O)CN2C2(CN(Cc3ccc(OC(F)(F)F)cc3)C2)C(=O)N1Cc1ccccc1Cl
14.2%[176 µM]	CC1=C[C@@H](CNCC(C)C)[C@H](C(C)C)C[C@H]1Cc1nc2c(C)cccc2[nH]1
12.1%	COc1cccc(NC(=O)C2N(C(C)C)C(=O)C23CCCCC3)c1 (centres undefined)
6.5%	Cc1ccncc1C(=O)N1CCC2(CC1)CC(CO)N(C(=O)c1ccccc1)C2 (centres undefined)
?	Cc1cc(F)ccc1OC1CN(Cc2ccc(N(C)C)cc2)C1
30.0%	CN(C)Cc1nnc(C2CC(NC(=O)c3ccc4c(c3)CCCO4)C2)n1C (centres undefined)
2.8%[176 µM]	Cc1ccc(S(=O)(=O)NC[C@H]2OC[C@@H](NC3CCOCC3)[C@@H]2O)cc1
100.6%[activator][176 µM]	COC[C@H]1C[C@@H](NC(=O)c2ccccc2)[C@H](O)[C@@H]1O
?	COCC1CN(Cc2ccc(OC)cc2)CC12CCNCC2 (centres undefined)
?	COc1ccc(C(=O)N2CCCC3(C2)NC(=O)N(Cc2cccc(Cl)c2)C3=O)cc1F (centres undefined)
36.6%	CN(C)[C@@H]1CN(C(=O)c2ccccc2Cl)C[C@H]1CO
38.9%[activator]	CO[C@H]1C(=O)N(C(C)C)[C@H]1C1CCN(S(=O)(=O)c2cccc(F)c2)CC1
27.3%	O=C(Nc1ccc(F)cc1)C1CCN(c2cc(C(F)(F)F)ncn2)CC1
-6.9%	COc1ccc(Cl)cc1-c1ccc2c(c1)C(=O)N1CCN(C(=O)CC(C)(C)C)C[C@@H]1C(=O)N2
?	O=C(c1cccc(F)c1)N1CC(=O)N2[C@H](CO)[C@@H](c3ccc(Br)cc3)[C@@H]2C1
36.9%[activator]	COCCN[C@@H]1C[C@@H]2c3[nH]c4ccccc4c3C[C@@H](C(=O)OC)N2[C@H](c2ccc(F)c(F)c2)C1
-19.9%	CC(=O)N1CCN(C(=O)C[C@@H]2c3nc(NC(=O)C4CCCCC4)sc3C[C@@H]3[C@](C)(CO)[C@H](O)CC[C@]32C)CC1
-19.1%	C/C=C/CC(=O)N1CCC2(CCN(Cc3cccc(F)c3)CC2)C(CO)C1 (centres undefined)
31.6µM*	O=C(c1ccccc1F)N1CCC(c2nn(-c3ccc(Cl)cc3)c(=O)[nH]2)CC1
?	COC(=O)C1=C(C)N(Cc2ccccc2C(F)(F)F)C(=NCC2CC2)NC1c1ccc(C(F)(F)F)cc1 (centres undefined)
22.9%[176 µM]	Cc1ccc2c(c1)nc1n2[C@@H](CNS(=O)(=O)Cc2ccccc2)COC1
-15.4%	COCc1nc(C2CCCN(C(=O)COc3ccccc3)C2)no1 (centres undefined)
20.8%	Cc1noc(-c2cn(C3CCN(C(=O)Cc4ccc(F)cc4)CC3)nn2)n1
34.1%	Cc1nc(C2CCCCN2C(=O)c2ccc(F)cc2)n[nH]1 (centres undefined)
43.2%[activator]	c1cnc(Oc2cccc(CN(Cc3ccsc3)CC3CCCO3)c2)nc1 (centres undefined)
30.8%	COC(=O)CNC(=O)N1CC[C@H]2C(=O)NCCCCCCN(Cc3ccncc3)[C@@H]2C1
108.6%[activator]	COc1ccc(-c2ccc(-c3nc(CC(C)C)no3)cn2)c2cccnc12
55.5%[activator]	CN(Cc1ccccc1)Cc1nnc2cc(-c3nc(-c4ccccc4)no3)ccn12
9.9%	Cc1noc([C@@H]2CC(F)(F)CN2C(=O)c2ccco2)n1
25.1µM*	O=C(CSc1ccncc1)N1CCCC(O)(CN2CCCC2)C1 (centres undefined)
2.2%[6.33 µM]	COc1cccc([S+](=O)([O-])N2CCc3nc(C(C)C)nc(-c4ccc(Cl)cc4)c3CC2)c1

# 12-LOX inh, entries above that show a hit.
12-LOX inh	structure
31.6µM*	O=C(c1ccccc1F)N1CCC(c2nn(-c3ccc(Cl)cc3)c(=O)[nH]2)CC1
25.1µM*	O=C(CSc1ccncc1)N1CCCC(O)(CN2CCCC2)C1 (centres undefined)

# The results go on.
12-LOX inh	structure
-20.7%	CSc1cccc(NC(=O)Cn2cccc2-c2nc(-c3ccc4c(c3)OCO4)no2)c1
?	COc1ccc2c(c1)[C@@H](NC(=O)c1c(C)noc1C)[C@H](C)[C@@H](c1ccccc1)N2Cc1cccc(F)c1
-0.4%	CN1c2cc(C(=O)Nc3ccc(F)cc3)ccc2C(=O)N2CCCCCC21 (centres undefined)
15.5%	COCCCNC(=O)CN1CC2CC(C1)[C@H]1CCCC(=O)N1C2 (some centres undefined)
3.0%[12.5 µM]	CC1(C(=O)N2CCC(c3ccccc3)CC2)CCOCC1
33.2%[activator]	COCCNC(=O)[C@H]1C[C@H](Oc2ccccc2)CN1C(=O)NCc1ccc(C)cc1
23.1%[176 µM]	CN(Cc1ccccc1C(F)(F)F)CC1CC1
15.5%	CC(=O)c1cccc(NC(=O)O[C@@H]2CO[C@H]3[C@@H]2OC[C@@H]3Nc2nccc(C3CCCC3)n2)c1
-16.2%	Cc1ncsc1CCC(=O)N1CCCC(c2nc(-c3ccncc3)ncc2-c2ccccc2)C1 (centres undefined)
?	O=C(C[C@@H]1CCNC[C@@H]1Cc1cc(CN2CCOCC2)on1)NCCN1CCOCC1
21.4%	O=C(C[C@@H]1O[C@H](CNS(=O)(=O)c2ccccc2)[C@@H](O)[C@H]1O)NCCN1CCOCC1
24.1%	O=C(CCn1cnnn1)N1CCC(N2C(=O)C3(CCCC3)C2c2ccccc2)CC1 (centres undefined)
18.3%	Cc1cccc(OCCc2noc(C3CCN(C(=O)NC4CCCCC4)C3)n2)c1 (centres undefined)
8.6%	NS(=O)(=O)CCCC(=O)N1C[C@@H](C(=O)O)[C@H](c2cccc(F)c2)C1
-9.1%	Cc1cc2nc3n(c(=O)c2n1CC(=O)Nc1ccc(F)cc1F)CCC3
36.4%	Cc1cnc(C2CCN(S(C)(=O)=O)C2)n1C(C)C (centres undefined)
47.8%[activator]	O=C(COc1ccc(F)cc1)N1CCC2(CC1)CC(OCC1CC1)CCO2 (centres undefined)
40.6%[activator]	CS(=O)(=O)N1CCc2n[nH]c(=O)n2CC1
28.3%[176 µM]	O=C(c1ccc2c(c1)OCO2)N1CCN2C(=O)N(Cc3ccc(F)cc3)C[C@H]2C1
5.4%[6.33 µM]	Cc1cc(C)c(S(=O)(=O)c2nnn3c2nc(NCc2ccc(F)cc2)c2ccccc23)c(C)c1

# Structural class, the entries above containing a furan ring, fused or not (4)
12-LOX inh	structure
91.8%[activator]	CCCn1cc(-c2ccncc2)cc1C(=O)NCc1ccc(C)o1
2.7%	CCN1C(=O)CN(C(=O)c2ccoc2)CC12CCOCC2
7.2%	COCCN1CCN(C(=O)c2cnn(-c3nccc(-c4ccco4)n3)c2C2CC2)CC1
9.9%	Cc1noc([C@@H]2CC(F)(F)CN2C(=O)c2ccco2)n1

# (cont.)
12-LOX inh	structure
10.3%	Cn1cc(CNC(=O)c2ccc(OC3CCN(S(C)(=O)=O)CC3)c(Cl)c2)cn1
?	COc1ccccc1Cc1c(-c2ccc(F)cc2)nc2ccc(C)cn12
26.3%	Cc1cccc(-c2cn[nH]c2C2CCN(C(=O)c3ccc(C)[nH]c3=O)CC2)c1
51.0%[activator]	Cc1nccn1CCN(C)C(=O)c1coc(COc2cccc(C(F)(F)F)c2)n1
49.4%[activator][176 µM]	COC(=O)CNC(=O)c1nc(C(C)(C)C)c2ccccn12
43.3%[176 µM]	CN1C(=O)C2(CCN(C(=O)c3ccccn3)C2)c2ccccc21 (centres undefined)
?	CCN1CCN(C(=O)c2cc(-c3ccc(C)cc3)cn2CC)CC1
33.2%[activator]	Cc1cnc(-c2ccccc2)n1CCNS(=O)(=O)c1ccccc1
-13.2%	COc1ccccc1CN1CCc2nc(C3CC3)nc(-c3ccc(O)cc3)c2CC1

# For convenience, some entries already given.
12-LOX inh	structure
33.2%[activator]	Cc1cnc(-c2ccccc2)n1CCNS(=O)(=O)c1ccccc1
-13.2%	COc1ccccc1CN1CCc2nc(C3CC3)nc(-c3ccc(O)cc3)c2CC1

# These rows are one share of the data; count on the stated rates, not on these rows.
